Screening data as filed in PubChem BioAssay.
LMP1 NFkB inh: inhibitors of Epstein-Barr LMP1-induced NF-kappaB reporter; LMP1-induced NF-kappaB luciferase reporter cells, luminescence; inhibition, % at 12.5 µM; AID 504558; actives 0.69% (n = 350,000); in the data active = inhibition above about 41%;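 also: 0% = neutral control wells and 100% = reference inhibitor control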
SRC3 inh: human NCOA3 inhibition. HEK293 GAL4-SRC3 luciferase reporter, luminescence. actives 0.17% (n = 360,000). AID 588352. inhibition, % at 3.6 µM;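 active = inhibition above a per-campaign cutoff, the mean of all compounds plus 3 SD, cut at about 60% in these data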;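 also: 0% = DMSO-treated cells and 100% = gossypol-treated cells at 36 µM; higher means less SRC3-driven luciferase light from the GAL4 reporter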
CF NFkB block: blocks PAF-induced NF-kB reporter in cystic fibrosis cells; KKLEB NF-kB-GFP reporter, GFP fluorescence overnight; inhibition, % at 5 µM; actives 0.86% (n = 360,000);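 active = at least 50% inhibition at 5 µM, scaled per plate between neutral and stimulator controls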;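 also: PAF is a Pseudomonas aeruginosa culture filtrate used as stimulus; plate controls were PAF-stimulated DMSO wells for no effect and unstimulated DMSO wells for full effect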
KKLEB tox: CF airway cell cytotoxicity counter-screen | AID 602141 | KKLEB CF airway cells viability, ATPlite luminescence, overnight; hits give low values; cells stimulated with P. aeruginosa culture filtrate | activity change (cytotoxicity), % at 5 µM | actives 0.36% (n = 360,000);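 active = corrected activity change at or below -50% at 5 µM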
C8 TRAIL sens: sensitizes caspase-8 expressing cells to TRAIL; NB7+C8 cells + TRAIL, ATPlite viability luminescence; inhibition (viability loss, TRAIL sensitization), % at 10 µM; actives 1% (n = 360,000); AID 624354;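 active = compounds causing at least 50% loss of cell viability in the single-dose screen, relative to plate controls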
Shn3 3UTR inh: inhibitors of Schnurri-3 3'UTR reporter in osteoblasts; Clone20 osteoblast Shn3 3'UTR firefly luciferase, 24 h; inhibition, % at 12.5 µM; actives 0.52% (n = 360,000); AID 588674;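 active = mean inhibition of at least 75% with every replicate also reaching 75%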;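 also: 0% = median of neutral control wells and 100% = pilot-screen positive control compound; some compounds past the cut are filed as inactive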
TWEAK Fn14 block: blocks TWEAK-Fn14 interaction in a reporter cell assay; actives 2% (n = 360,000); TWEAK-stimulated Fn14 reporter cells, luciferase luminescence, 8 h; inhibition, % at 10 µM; AID 1159606; in the data active = inhibition above about 50%
SRC1 inh: inhibitors of human steroid receptor coactivator 1 (SRC1). HEK293 GAL4-SRC1 luciferase reporter, luminescence. inhibition, % at 3.6 µM. actives 0.12% (n = 360,000). AID 588354;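 active = inhibition above the campaign mean plus 3 SD, with each screening campaign given its own cutoff, cut at about 60% in these data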;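 also: 0% = DMSO treated cells and 100% = gossypol at 36 µM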
Target sequence (Q15788 whole entry, looked up, the tested form may be a part): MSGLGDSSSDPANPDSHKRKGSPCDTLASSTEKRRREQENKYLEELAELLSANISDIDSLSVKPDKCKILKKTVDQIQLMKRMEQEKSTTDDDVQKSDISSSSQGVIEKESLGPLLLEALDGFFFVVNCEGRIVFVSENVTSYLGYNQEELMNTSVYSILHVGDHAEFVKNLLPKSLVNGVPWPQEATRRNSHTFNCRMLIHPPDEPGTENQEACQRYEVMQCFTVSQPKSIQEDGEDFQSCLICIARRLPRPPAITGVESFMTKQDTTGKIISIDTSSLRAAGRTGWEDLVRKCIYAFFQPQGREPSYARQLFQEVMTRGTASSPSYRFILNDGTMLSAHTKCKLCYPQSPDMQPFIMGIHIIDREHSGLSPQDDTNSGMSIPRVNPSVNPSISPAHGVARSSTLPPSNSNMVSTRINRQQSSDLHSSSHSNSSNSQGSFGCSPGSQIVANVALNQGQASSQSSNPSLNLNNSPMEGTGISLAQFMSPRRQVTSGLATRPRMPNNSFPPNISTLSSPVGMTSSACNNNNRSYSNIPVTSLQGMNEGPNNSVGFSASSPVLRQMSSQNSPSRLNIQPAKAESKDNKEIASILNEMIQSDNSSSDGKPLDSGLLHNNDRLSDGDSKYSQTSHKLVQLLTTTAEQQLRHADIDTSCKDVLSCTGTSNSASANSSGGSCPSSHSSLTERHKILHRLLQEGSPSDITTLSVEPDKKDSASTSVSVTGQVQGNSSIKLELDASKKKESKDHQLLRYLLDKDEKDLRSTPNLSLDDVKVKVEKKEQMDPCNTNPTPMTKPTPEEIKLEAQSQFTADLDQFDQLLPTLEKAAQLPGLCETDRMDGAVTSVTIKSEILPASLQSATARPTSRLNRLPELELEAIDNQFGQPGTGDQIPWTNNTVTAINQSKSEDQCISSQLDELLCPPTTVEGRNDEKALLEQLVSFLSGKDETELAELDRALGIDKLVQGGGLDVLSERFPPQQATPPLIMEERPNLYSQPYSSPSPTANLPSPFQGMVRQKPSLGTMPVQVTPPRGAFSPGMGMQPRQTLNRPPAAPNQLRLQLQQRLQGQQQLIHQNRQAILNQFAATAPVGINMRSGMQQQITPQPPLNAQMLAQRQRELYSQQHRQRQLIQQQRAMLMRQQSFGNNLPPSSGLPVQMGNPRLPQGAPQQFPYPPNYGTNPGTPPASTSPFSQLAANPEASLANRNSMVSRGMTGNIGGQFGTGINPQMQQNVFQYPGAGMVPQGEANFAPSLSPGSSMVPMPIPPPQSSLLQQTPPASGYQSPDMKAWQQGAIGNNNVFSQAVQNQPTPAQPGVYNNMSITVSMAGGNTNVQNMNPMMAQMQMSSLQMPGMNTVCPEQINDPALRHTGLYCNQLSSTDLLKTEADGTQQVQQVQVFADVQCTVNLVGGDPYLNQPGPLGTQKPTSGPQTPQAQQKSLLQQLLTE
TROY signal inh: TROY signaling inhibition. Q293 LMP1-TROYcd NF-kB luciferase reporter, 4 h. inhibition, % at 10 µM. actives 0.98% (n = 360,000);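 active = compounds whose plate-normalised and pattern-corrected inhibition of the luciferase reporter signal at the single screening dose is 50% or more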
COUP-TFII inh: inhibitors of human COUP-TFII (NR2F2). P24468. HEK293T NGFI-A luciferase reporter, luminescence. inhibition, % at 8.6 µM. actives 0.7% (n = 370,000). AID 686940;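 active = inhibition above a per-plate cutoff, mean inhibition of test wells between control levels plus 3 SD, cut at about 38% in these data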;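 also: cells cotransfected with COUP-TFII expression vector driving the NGFI-A reporter; 0% = median of COUP-TF2 test wells and 100% = reporter-only cells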
NR5A2 inv ag: inverse agonists of human LRH-1 (NR5A2). actives 0.13% (n = 360,000). AID 602396. inhibition, % at 3.6 µM. O00482. HEK293T StAR-luciferase reporter, LRH-1 transfected, 24 h;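 active = inhibition above the mean inhibition of all tested compounds plus 3 SD, cut at about 73% in these data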;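 also: 0% = DMSO wells and 100% = reporter-only cells lacking LRH-1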
Active calls of the source: *; . = no result given.

SMILES | LMP1 NFkB inh | SRC3 inh | CF NFkB block | KKLEB tox | C8 TRAIL sens | Shn3 3UTR inh | TWEAK Fn14 block | SRC1 inh | TROY signal inh | COUP-TFII inh | NR5A2 inv ag
Cc1ccc2c(c1)nnn2C1CCN(CC(=O)Nc2ccc3c(c2)OCCO3)CC1 | 6.7 | 17.4 | -3.6 | -7.6 | -3.3 | 20.4 | 2.5 | 10.5 | -6.2 | -7.5 | 20.0
Cc1ccc(-c2nc3c(Cl)cc(C(F)(F)F)cn3c2Cc2ccccc2C(F)(F)F)cc1 | . | . | . | . | 35.1 | . | 37.3 | . | 36.0 | -12.8 | -4.7
COc1ccc(N=c2scc(C)n2CCCN2CCCC2=O)cc1 | -6.1 | 0.4 | -9.2 | 1.7 | -0.2 | 13.3 | 6.2 | 5.0 | 1.9 | 0.6 | -4.9
Cc1cc(O)cc(O)c1C(=O)Cc1ccccc1 | 6.1 | 9.1 | -6.2 | 1.3 | 10.1 | -2.3 | 0.3 | 5.3 | 3.3 | 12.7 | -0.9
O=C(Cc1ccc([N+](=O)[O-])cc1)NCCc1ccc2c(c1)OCO2 | 1.6 | -5.9 | 20.4 | -5.8 | -8.7 | -12.3 | 4.5 | -8.1 | 5.6 | -13.3 | -1.0
COCCNc1ncnc2c1ncn2[C@H]1CN(Cc2ccc3c(c2)OCO3)C[C@@H](CO)O1 | . | 2.2 | -16.7 | 6.3 | 9.3 | -6.6 | -25.4 | 3.3 | 10.9 | -13.4 | -1.8
CCOC(=O)c1nn(-c2ccccc2F)c2nc(Nc3ccccc3)cc(=O)n12 | 2.6 | 4.1 | 1.0 | -8.4 | -2.8 | 23.2 | 2.8 | -34.4 | 6.7 | 1.2 | -5.1
COC(=O)c1ccccc1NC(=O)c1noc2c1CCCC2 | -8.0 | -8.5 | -4.7 | 2.6 | 11.5 | -17.7 | -38.7 | -10.6 | -36.0 | 1.8 | 6.4
CCN(CC(=O)Nc1ccccc1OC)C(=O)CN1C(=O)NC(C)(c2ccc(C)cc2)C1=O (stereo not drawn) | -1.3 | 15.6 | 1.1 | -15.7 | -13.5 | -7.7 | 8.0 | -16.5 | -8.7 | 0.1 | 16.4
COc1ccc(C(=O)O/N=C2\CCS(=O)(=O)c3sccc32)cc1 | -5.0 | -4.3 | -5.7 | -0.4 | -6.5 | 10.2 | -22.8 | -14.5 | -24.3 | 10.4 | -5.9
CCOC(=O)COc1ccc(/C=C2/SC(=Nc3ccccc3)N(Cc3cccnc3)C2=O)cc1OC | 7.2 | -2.0 | 11.7 | -11.5 | 4.7 | -8.5 | -5.4 | -9.1 | . | 11.3 | 11.9
O=C(NC1CCC(O)CC1)c1cccc2cccnc12 (stereo not drawn) | -4.3 | -5.0 | 0.2 | 0.0 | 10.3 | -2.1 | 19.3 | -8.4 | 5.5 | 2.0 | 7.2
COc1ccc(C(=O)OCC(=O)Nc2ccc3[nH]c(=O)[nH]c3c2)c(OC)c1OC | -2.2 | 3.1 | 1.3 | -1.2 | -6.2 | -15.2 | -14.0 | -7.5 | 17.1 | 2.3 | 6.8
COC(=O)c1cccc(-c2ccc(C(c3c(C)[nH][nH]c3=O)c3c(C)[nH][nH]c3=O)o2)c1 | 17.4 | -4.8 | -33.9 | -0.6 | -1.4 | -2.4 | 7.7 | -34.3 | 82.3* | -10.3 | 21.1
CN(c1ccccc1)S(=O)(=O)c1cccc(NC(=O)C2=NNC(=O)CC2)c1 | 6.0 | 4.4 | -11.2 | 26.1 | 8.1 | 33.1 | 18.1 | -2.3 | 7.0 | 31.0 | 13.8
CCOc1cccc(/C(O)=C2/C(=O)C(=O)N(CCOC)C2c2ccco2)c1 (stereo not drawn) | 4.8 | -8.9 | 2.4 | -3.1 | 3.2 | -4.0 | 1.2 | -29.1 | 3.3 | -12.3 | -3.2
O=C(CCNS(=O)(=O)c1cccc2nsnc12)NCc1ccccc1Cl | 4.8 | -0.3 | 2.2 | -10.4 | 0.4 | 14.2 | 11.5 | -6.2 | 9.8 | 8.8 | 20.1
Cc1cc(C)c(S(=O)(=O)N2C[C@H]3CON(C)[C@H]3C[C@H]2c2ccc(N3CCCCC3)cc2)c(C)c1 | . | 9.6 | 13.8 | 3.2 | -9.4 | 12.1 | -5.8 | 17.6 | 2.3 | 3.5 | -9.0
COc1cccc(N2C(=O)CC(N3CCN(S(=O)(=O)c4ccccc4[N+](=O)[O-])CC3)C2=O)c1 (stereo not drawn) | 7.2 | -5.9 | -28.6 | 5.8 | -12.6 | -16.4 | -11.5 | 7.9 | -17.2 | -6.7 | 0.6
S=C(NCCCN1CCOCC1)N1CCN(c2nc(-c3ccccc3)cs2)CC1 | 9.8 | 12.7 | 5.0 | -4.2 | -1.7 | 40.7 | -2.8 | -0.8 | 13.6 | 22.2 | 17.3
Cc1cccc(C)c1-n1nnnc1C(c1cc2ccccc2o1)N1CCN(C/C=C/c2ccccc2)CC1 (stereo not drawn) | . | 21.0 | 2.6 | -25.8 | 12.5 | 24.7 | 34.0 | -0.2 | 17.7 | 17.2 | 11.6
O=[N+]([O-])c1ccc(C(O)CN2CCOCC2)cc1 (stereo not drawn) | -5.0 | 4.7 | -10.1 | 30.3 | -6.2 | 12.6 | 16.7 | 2.3 | -2.9 | 3.0 | 14.8
Cc1nnc(SCC(=O)NNC(=O)c2ccc(Cl)cc2)n1CC1CCCO1 (stereo not drawn) | 6.4 | 10.1 | 8.8 | 2.6 | -3.8 | -0.1 | 9.5 | -4.4 | 3.8 | -3.0 | 8.4
CCSc1nc(N2CCOCC2)c2c(c1C#N)CCCC2 | -8.9 | 18.9 | 19.4 | 9.1 | 28.3 | -2.8 | 15.1 | -13.6 | 13.0 | 1.3 | 12.4
CC12C(=O)N(c3cccc(OC(=O)c4ccco4)c3)C(=O)C1C1c3ccccc3C2c2ccccc21 (stereo not drawn) | -8.1 | -0.1 | -3.6 | -17.2 | 9.1 | -5.0 | 18.8 | 8.8 | 12.2 | 2.2 | -3.9
Nc1nc(Nc2ccc(Cl)cc2)nc2ccccc12 | 0.6 | -70.0 | 8.4 | -55.2* | 76.0* | 20.4 | 80.0* | -69.7 | 13.9 | -31.3 | -132.6
Cc1ccc(Nc2nc(-c3ccc(O)cc3O)cs2)nc1 | -51.7 | 12.8 | -32.7 | 19.4 | 19.5 | -66.9 | -37.9 | -63.9 | -49.9 | -46.6 | -61.0
CN(C)c1nc(Cl)nc2c1nc(Cl)n2C1CCCCO1 (stereo not drawn) | 4.7 | -13.8 | 10.0 | -10.2 | -13.9 | 18.1 | 2.3 | -10.1 | -6.5 | -7.0 | 8.1
NC(=O)[C@@H]1[C@@H]2C(=O)N(c3ccc(F)cc3)C(=O)[C@@H]2[C@H]2C=Cc3ccccc3N21 | . | -4.4 | -32.9 | 11.0 | -15.9 | -8.4 | 4.6 | -20.0 | -25.6 | 15.7 | 28.5
COc1ccc(C(=O)N2CCN(c3ncccn3)CC2)cc1[N+](=O)[O-] | -0.1 | -30.5 | 8.9 | -3.4 | -30.5 | 3.5 | -6.8 | 6.1 | 17.6 | 10.3 | 14.5
NC(=O)c1cnn(Cc2ccc(Cl)cc2)c1N | -0.9 | 11.1 | 0.1 | -6.4 | 2.4 | -14.5 | -20.4 | -15.5 | -4.0 | 1.4 | -8.7
CCS(=O)(=O)c1ccc(-c2csc(-c3ccccc3)n2)c(Cl)c1Cl | -3.3 | 7.6 | 9.7 | -2.7 | 8.5 | 0.7 | 22.3 | -9.4 | 9.7 | 13.2 | -1.8
C/C(=N/NC(=O)c1ccc2c(c1)OCO2)c1cccc([N+](=O)[O-])c1 | -9.6 | -45.3 | -3.6 | -8.7 | 15.4 | -94.1 | 0.8 | -54.4 | -27.7 | -14.5 | -69.4
CCCc1nnc(SCC(=O)N2CCCCC2C)n1CCOC (stereo not drawn) | 4.7 | 8.2 | -18.0 | 0.2 | -4.5 | 79.8 | -17.1 | -2.1 | 7.3 | -6.7 | 5.1
CCc1cc(=O)oc2c3c(cc(OCC(=O)Nc4cccnc4)c12)OC(C)(C)CC3 | 3.2 | 2.8 | 7.8 | -3.4 | 39.9 | 9.8 | 10.2 | 2.8 | 2.8 | -9.0 | -3.3
CC(=O)C1=C(NC(=O)c2ccccc2F)C[C@@H]2[C@H]1C2(C)C | -1.3 | 20.4 | 4.5 | 4.1 | -1.2 | -0.1 | -1.1 | -0.6 | 5.2 | 5.6 | 9.3
O=S(=O)(NCc1ccccc1)[C@@H]1CC2C=CC1C2 (stereo partly drawn) | 3.7 | 2.4 | -13.8 | -3.7 | -11.8 | -9.7 | -0.7 | -9.5 | 3.2 | 5.0 | 4.9
COc1ccccc1NC(=O)N1CCC(c2nc3cc(C)c(C)cc3[nH]2)CC1 | 15.4 | -19.4 | 33.1 | -27.9 | 29.3 | 8.9 | -48.7 | -24.4 | 19.5 | -79.6 | -2.6
O=C(Cn1cnc2c(oc3ccccc32)c1=O)N1CCN(c2ccccc2)CC1 | -3.5 | -15.0 | 5.7 | -17.9 | 48.0 | -23.3 | -18.7 | -58.1 | -35.7 | 0.8 | 19.0
O=c1c2c(-c3cccs3)csc2ncn1/N=C/c1ccccn1 | 0.4 | 23.8 | 5.7 | -2.9 | -9.7 | -3.5 | 5.6 | 7.8 | 15.7 | 1.4 | -5.7
CCOC(=O)C(=O)NNc1cccc(C)c1C | -4.4 | 4.8 | 0.6 | 4.5 | 6.5 | -11.2 | 3.3 | -25.4 | -21.8 | 0.4 | 4.8
O=C(CNC(=O)C(c1ccccc1)c1ccccc1)N/N=C/c1ccc(O)c([N+](=O)[O-])c1 | 8.7 | 30.9 | -25.8 | 10.8 | -2.0 | 4.3 | -7.2 | 4.8 | -34.5 | 2.3 | -32.1
COc1cc(CN2CCN(Cc3c[nH]c4ccccc34)CC2CCO)cc(OC)c1 (stereo not drawn) | 5.3 | -26.4 | -3.1 | 0.9 | 11.6 | 1.1 | -2.5 | -21.5 | -6.3 | -5.8 | -4.3
Cc1ccccc1NC(=O)c1sc(NC(=O)COc2ccccc2)c(C#N)c1C | 5.3 | -6.5 | 26.7 | -9.5 | 6.0 | 26.2 | 12.4 | -13.2 | 29.1 | 20.5 | 6.8
C=CCOc1ccnc(-c2ccccc2)n1 | -1.0 | -17.9 | 3.8 | 4.8 | 1.4 | -2.9 | 7.5 | -1.1 | -18.3 | -5.2 | 14.2
Cc1ccc(-c2c(C)n([O-])c3c([n+]2=O)CCCCC3)o1 | -7.0 | -18.6 | -4.2 | 4.6 | 38.8 | 7.3 | -1.8 | 7.1 | 0.7 | 3.7 | -32.0

These rows are one share of the data; count on the stated rates, not on these rows.
